Bioassay records (PubChem)
TR SRC2 fluor cs – counter-screen for TRb-SRC2 inhibitors: fluorescence interference | TRb/SRC2 Texas Red total fluorescence interference | Potency, µM (top dose mostly 106 µM), inactives show at the highest dose fluorescence change, negative = quenching | 280,000 compounds, 0.29% hits; active means well fitted curve in either direction with a large enough effect; inconclusive means small, poorly fitted or top-dose-only effect
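Flags fluorescent or light-absorbing compounds by total fluorescence, S + 2P, at 555 nm excitation and 632 nm emission. Mixture: 20 nM Texas Red SRC2 peptide, 0.6 uM human TRb LBD, 1 uM T3, 5% DMSO; compound exposure 5 h at ambient temperature.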
RECQ1 helicase – blocks DNA unwinding by human RECQ1; 240,000 compounds, 0.54% hits; Potency, µM (highest dose often 57.3 µM), for the others: at the top dose activity, negative = inhibition, most hits filed as inhibitors; AID 2549; RECQ1 DNA unwinding, red fluorescence kinetic read;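 further: plate controls were vehicle for no effect and no enzyme for full effect; nearly all actives have a fitted effect of over 30% in size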
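50 nM RECQ1T1 preincubated 15 min with compound in Tris pH 8.0 buffer with MgCl2, DTT, Tween-20 and 2.5 ug/ml poly(dI-dC); started with 200 nM TAMRA/BHQ-2 forked duplex and 2 mM ATP. Unwinding read as fluorescence (525/598 nm), two reads 2 h apart.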
TRb SRC2 PPI – inhibitors of human thyroid hormone receptor beta-SRC2 interaction. 280,000 compounds, 0.065% hits. AID 1469. P10828. Potency, µM (top dose mostly 106 µM), without a hit: at the highest dose activity change, negative = inhibition, hits mostly inhibitors. TRbeta-SRC2 peptide binding, fluorescence polarization; receptor liganded with 1 µM T3;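 further: plate controls were bound peptide for no effect and peptide without receptor for full effect; nearly all actives have a fitted effect of over 50% in size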
Target sequence (P10828 whole entry, looked up): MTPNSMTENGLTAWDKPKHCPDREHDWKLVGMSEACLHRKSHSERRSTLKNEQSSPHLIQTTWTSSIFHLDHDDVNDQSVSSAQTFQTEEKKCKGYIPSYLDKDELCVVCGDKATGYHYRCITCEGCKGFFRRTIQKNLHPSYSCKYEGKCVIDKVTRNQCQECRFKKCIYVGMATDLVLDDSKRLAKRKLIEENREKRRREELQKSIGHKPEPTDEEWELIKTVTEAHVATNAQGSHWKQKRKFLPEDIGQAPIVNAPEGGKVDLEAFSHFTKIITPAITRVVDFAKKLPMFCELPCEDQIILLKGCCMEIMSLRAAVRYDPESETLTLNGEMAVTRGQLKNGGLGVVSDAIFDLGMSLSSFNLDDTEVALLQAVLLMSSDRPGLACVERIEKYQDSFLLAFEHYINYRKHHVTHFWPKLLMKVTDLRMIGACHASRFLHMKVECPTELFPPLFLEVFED
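Fluorescence polarization of 20 nM Texas Red SRC2 peptide (20-aa NR interaction domain) bound to 0.6 uM human TRb ligand-binding domain, with 1 uM T3, after 5 hr at ambient temperature; inhibition seen as decreased polarization.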
GAA inhib – blocks human lysosomal alpha-glucosidase; P10253; purified human GAA, 4-MU-alpha-glucoside fluorescence; Potency, µM (highest dose often 76.9 µM), inactives show top-dose activity change, negative = inhibition, hits mostly inhibitors; 200,000 compounds, 0.005% hits; AID 1466;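 further: plate controls were uninhibited enzyme wells for no effect and no-enzyme background for full effect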
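Endpoint fluorogenic read: 20 min room-temperature reaction of 4 nM human alpha-glucosidase with 400 uM 4-methylumbelliferyl-alpha-D-pyranoside, pH 5.0, quenched with 1M NaOH/1M glycine pH 10. AC50 from Hill modeling.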
GoLoco inh red – inhibitors of human Gai1-RGS12 GoLoco interaction (red fluorophore) | P63096 | Potency, µM (titrated, usually from 61.6 µM), inactives show at the top dose activity, negative = inhibition, most hits filed as inhibitors | 230,000 compounds, 0.44% hits | Gai1:RGS12 GoLoco peptide FP, rhodamine, 10 min; active means well fitted inhibition curve with a large enough effect, not every such curve was filed as active; inactive means no such curve, though single readings can be large or run the other way; further: nearly all actives have a fitted effect of over 30% in size; many of its hits are not listed in these tables
Target sequence (P63096 whole entry, looked up): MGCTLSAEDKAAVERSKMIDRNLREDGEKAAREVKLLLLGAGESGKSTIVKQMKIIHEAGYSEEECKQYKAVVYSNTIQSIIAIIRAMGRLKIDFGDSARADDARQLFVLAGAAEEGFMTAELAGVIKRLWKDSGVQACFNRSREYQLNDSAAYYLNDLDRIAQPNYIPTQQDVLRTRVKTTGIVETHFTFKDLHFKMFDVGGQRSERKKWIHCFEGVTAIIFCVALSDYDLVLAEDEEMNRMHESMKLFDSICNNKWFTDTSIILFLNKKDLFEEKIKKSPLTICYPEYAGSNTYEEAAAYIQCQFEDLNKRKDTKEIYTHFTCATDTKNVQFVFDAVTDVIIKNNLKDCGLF
L3MBTL1 block – inhibitors of human L3MBTL1 | AlphaScreen L3MBTL1–H3K9me1 peptide binding | Potency, µM (top dose mostly 57.1 µM), for the others: top-dose activity, negative = inhibition, hits mostly inhibitors | 230,000 compounds, 0.66% hits; further: nearly all actives have a fitted effect of over 60% in size
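Displacement of a biotinylated histone H3(1-15) peptide monomethylated at Lys9 (75 nM) from L3MBTL1 (50 nM) was measured by AlphaScreen after a 30 min room-temperature compound incubation; cefsulodin titration served as intraplate control.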
GAA glycogen mod – inhibitors or activators of human alpha-glucosidase glycogen cleavage; 300,000 compounds, 0.38% hits; P10253; Potency, µM (doses to about 76.4 µM), inactives show top-dose activity change, negative = inhibition, hits mostly inhibitors; recombinant GAA, glycogen substrate, Amplex Red glucose oxidase fluorescence;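 further: 0% = full enzyme reaction and -100% = no-enzyme basal signal; the screen sought inhibitors and activators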
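Recombinant human alpha-glucosidase (4 nM final) hydrolysed bovine liver glycogen (30 ug) for 40 min at 37 C in pH 5.0 citrate/phosphate with 0.01% Tween-20. Released glucose detected by glucose oxidase/Amplex Red, Ex 573/Em 610 nm. Compounds up to 77 uM; AC50 from Hill fits.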
aGlu spleen mod – lysosomal alpha-glucosidase (human) modulation; human spleen homogenate, 4-MU-alpha-glucoside fluorescence; Potency, µM (top dose mostly 79.9 µM), for inactives: at the top dose activity change, negative = inhibition, usual class: inhibitors; 240,000 compounds, 0.006% hits;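 further: 0% = enzyme with vehicle and -100% = no enzyme basal signal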
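AC50 values come from Hill-equation fits of concentration-response data, normalized to no-enzyme and full-activity controls. Enzyme source: 1 ug human spleen homogenate; 1 mM fluorogenic 4-MU glucoside, pH 5.0 citrate buffer, 37 C, 40 min.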
An asterisk follows results filed as active; i = inactive; ? = inconclusive; / = not tested or not shown; [ ] = another dose, or the depositor's remark. Unless noted, the call rests on the fitted dose curve; in most records, active means well fitted curve in the direction sought with a large enough effect; inconclusive means small, poorly fitted or top-dose-only effect, or another doubt; inactive means no such curve, though single readings can be large; an effect the other way counts as inactive or inconclusive. Unless noted, on the % scale 0 is the no-effect control and ±100 the full control effect; potency means the concentration at half of the fitted maximal effect.

SMILES	TR SRC2 fluor cs	RECQ1 helicase	TRb SRC2 PPI	GAA inhib	GoLoco inh red	L3MBTL1 block	GAA glycogen mod	aGlu spleen mod
CCN(CC)CCn1c(NCc2ccc3c(c2)OCO3)nc2ccccc21	-8%	-7%	-8%	-8%	11%	-14%	8%	-5%
CCc1ccccc1N(C1=NCCCS1)S(=O)(=O)c1ccc(C(C)(C)C)cc1	-3%	-7%	6%	2%	-1%	-7%	-6%	-1%
O=C(Cn1cnc2ccccc21)OCC(=O)N1CCCc2ccccc21	-7%	i	-3%	-1%	-6%	/	-1%	-2%
CC(C)Oc1ccc(Cc2n[nH]c(=S)n2Cc2ccccc2)cc1Cl	-2%	-12%	0%	4%	12%	0%[11.4 µM]	?	-21%
CC(NC(=O)CCC(=O)N1CCN(S(=O)(=O)c2ccc(Cl)cc2)CC1)c1ccccc1 (centres undefined)	0%	i	2%	?	26%	-1%	-8%	2%
O=c1[nH]cnc2c1ncn2C1CC(O)C(CO)O1 (centres undefined)	0%	-13%	-1%	/	-5%	/	/	-8%
C=CCNC(=S)NC(=O)c1ccc(C)c(Br)c1	0%	i	-8%	5%	60%[activator]	-17%[11.4 µM]	-4%	10%
Cc1cc(C)cc(C(=O)NCC(=O)OCC(=O)N(C)C2CCS(=O)(=O)C2)c1 (centres undefined)	3%	-14%	3%	2%	3%	11%	1%	-4%
COc1cccc(NC(=O)CSc2nnc3cc(C)nc(N)n23)c1	-2%	-3%	-7%	2%	2%	-7%	-7%	7%
COC(=O)c1ccccc1NC(=O)COc1ccc(S(=O)(=O)N2CCCC2)cc1C	1%	-12%	-5%	-6%	-7%	/	0%	-3%
Cn1nc(SCC(=O)O)sc1=S	-4%	-2%	-3%	-1%	8%	2%	-13%	-9%
O=C(NNS(=O)(=O)c1ccc(Cl)cc1Cl)c1cc2ncc(C(F)(F)F)cc2s1	-3%	i	4%	-10%	8%	1%	?	-3%
COc1cccc(Nc2ncccc2C(=O)NCc2ccccc2)c1	4%	-7%	-1%	-11%	21%	3%	-2%	-7%
Cc1ccc(-c2nnc(-c3cccs3)o2)cc1	-2%	i	4%	12%	14%	8%	9%	4%
O=C(c1cc([N+](=O)[O-])ccc1Cl)N1CCN(c2ccccn2)CC1	-4%	i	2%	-4%	11%	-3%[11.4 µM]	28%	-1%
O=C(CS(=O)(=O)c1cn(Cc2ccc(Cl)cc2)c2ccccc12)N1CCCCC1	2%	-16%	-14%	2%	6%	-5%	2%	-14%
Cc1[nH]n(-c2ccccc2)c(=O)c1N=Nc1ccccc1C(=O)N1CCOCC1	0%	i	6%	-12%	8%	-10%	-2%	2%
COC(=O)c1ccc(C(=O)OC)nc1	-1%	i	4%	5%	4%	1%	2%	1%
Cc1ccc(NC(=O)CCc2ccc(S(=O)(=O)NC3CCCCC3)cc2)cc1	0%	-6%	1%	?	-3%	2%	-11%	1%
COc1ccc(N(CC(=O)Nc2cccc(N(C)S(C)(=O)=O)c2)S(C)(=O)=O)cc1OC	-3%	6%	2%	-6%	4%	/	1%	-11%
O=C(NN=C1CCCC1)c1n[nH]c2c1CCCC2	0%	-13%	9%	9%	13%	-2%	?	4%
CCC[C@@H]1C[C@@]1(CCC)C(NP(=O)(c1ccccc1)c1ccccc1)c1ccc(Cl)cc1 (some centres undefined)	-5%	i	3%	/	3%	/	/	2%
CCOc1ccc(OCC)c(NC(=O)C2CCCN(S(=O)(=O)c3c(C)noc3C)C2)c1 (centres undefined)	0%	5%	-7%	-1%	-12%	0%	4%	-2%
COCCCNC(=O)C1CCCN(S(C)(=O)=O)C1 (centres undefined)	-3%	-18%	-9%	-2%	-30%	-1%	-3%	-3%
CCOC(=O)C1(Cc2ccc(OC)cc2)CCN(C(=O)c2csc(C)n2)CC1	2%	i	-4%	/	0%	5%	2%	2%
O=C(O)COc1ccccc1/C=C1\SC(=Nc2ccc(F)cc2)N(c2ccc(F)cc2)C1=O	-3%	12%	-5%	7%	4%	-7%[2.29 µM]	10%	-3%
CCc1cc(SC#N)cc(C)c1N	-5%	-10%	1%	-5%	6%	-21%	0%	-3%
CCN(CC(=O)Nc1ccc(Cl)c(S(=O)(=O)N(C)C)c1)CC(=O)NC(C)C	-1%	0%	2%	-4%	0%	2%	-28%	6%
COCCNC(=O)CSc1ncnc2sccc12	-3%	10%	-19%	8%	14%	1%	-2%	4%
Cc1c(C(=O)NC(C)c2ccccc2)c(-c2ccccc2)nn1-c1ccccc1 (centres undefined)	/	-5%	/	7%	-2%	30%	17%	7%

A different layout for part of the listing above:
smiles,TR SRC2 fluor cs,RECQ1 helicase,TRb SRC2 PPI,GAA inhib,GoLoco inh red,L3MBTL1 block,GAA glycogen mod,aGlu spleen mod
CCOc1ccc(OCC)c(NC(=O)C2CCCN(S(=O)(=O)c3c(C)noc3C)C2)c1 (centres undefined),0%,5%,-7%,-1%,-12%,0%,4%,-2%
COCCCNC(=O)C1CCCN(S(C)(=O)=O)C1 (centres undefined),-3%,-18%,-9%,-2%,-30%,-1%,-3%,-3%
CCOC(=O)C1(Cc2ccc(OC)cc2)CCN(C(=O)c2csc(C)n2)CC1,2%,i,-4%,/,0%,5%,2%,2%
O=C(O)COc1ccccc1/C=C1\SC(=Nc2ccc(F)cc2)N(c2ccc(F)cc2)C1=O,-3%,12%,-5%,7%,4%,-7%[2.29 µM],10%,-3%
CCc1cc(SC#N)cc(C)c1N,-5%,-10%,1%,-5%,6%,-21%,0%,-3%

Following part:
SMILES	TR SRC2 fluor cs	RECQ1 helicase	TRb SRC2 PPI	GAA inhib	GoLoco inh red	L3MBTL1 block	GAA glycogen mod	aGlu spleen mod
O=[N+]([O-])c1ccc(N/N=C2/CCCCC2c2ccccn2)c([N+](=O)[O-])c1 (centres undefined)	-1%	-3%	-4%	-1%	-13%	-29%	-18%	7%
O=S(=O)(Nc1cccc(-c2nnco2)c1)c1ccc(Cl)cc1	-1%	-6%	-11%	?	-8%	5%	-6%	-15%
COc1cccc(-c2nnc(SCCOc3ccc4c(C)cc(=O)oc4c3)o2)c1	-2%	i	-6%	1%	-11%	/	1%	-2%
O=[N+]([O-])c1cc2nc(O)c(O)nc2cc1[N+](=O)[O-]	-2%	0%	-2%	/	5%	/	/	-10%
CS(=O)(=O)N1CCN(C(=O)NC23CC4CC(CC(C4)C2)C3)CC1	-9%	i	-2%	-2%	4%	4%	-8%	-6%
CCOc1ccc2nc(Cl)c(CN(C(C)=O)C3CCCCC3)cc2c1	-2%	16%	0%	12%	0%	-25%	6%	-1%
CCn1nc(C)c(Oc2ccccc2O)c1C	0%	13%	-4%	0%	9%	/	-2%	-5%
Nc1nc(SCC(=O)Nc2ccccc2Oc2ccccc2)n[nH]1	-4%	i	-1%	-4%	8%	-3%	-1%	7%
COc1ccc(-c2nnc3n2N=C(c2ccc(OC)c(OC)c2)CS3)cc1	-3%	i	2%	/	/	/	/	4%
COc1ccc2[nH]c(=O)c(CN(Cc3ccco3)C(=O)c3ccccc3)cc2c1	-1%	-2%	-13%	4%	-8%	-6%	7%	13%
NCCC[C@@H](CC(=O)N[C@@H]1CCCC[C@H]1C(=O)N[C@H](CC(=O)N[C@@H](CCC(=O)O)CC(=O)O)Cc1ccccc1)NC(=O)C[C@H](CO)NC(=O)[C@@H]1CCCC[C@H]1N	0%	-3%	-3%	/	0%	/	/	4%
CCC(C)C1C(C#N)=C(N)Oc2n[nH]c(-c3ccccc3)c21 (centres undefined)	1%	-15%	1%	-14%	7%	-15%	-1%	-23%
COc1cc(C(=O)NCC(=O)n2nc(C)cc2C)cc(OC)c1OC	-3%	i	-14%	9%	5%	/	3%	-3%
CCOc1ccc(N=Cc2c(O)cc(C)oc2=O)cc1	-2%	i	-1%	-3%	8%	-2%	-7%	-6%
COC(=O)c1ccc(COC(=O)c2ccccc2OC)cc1	1%	-14%	-20%	2%	9%	14%	-2%	2%
COc1cccc(C(=O)O/N=C(\N)c2ccncc2)c1	1%	17%	-13%	6%	12%	4%	-5%	-5%
COC(=O)C1=NN(C(=O)c2ccc(Cl)cc2)C(O)(c2ccccc2)C1 (centres undefined)	2%	i	-2%	-3%	14%	-13%	?	-9%
COc1ccccc1NC(=S)N(CCc1c(C)[nH]c2ccccc12)Cc1cccs1	0%	-10%	6%	-8%	12%	-13%	-18%	-5%
COc1ccc(-c2cc(C#N)nc(Cl)n2)cc1	-3%	-7%	4%	/	6%	/	5%	-2%
N#Cc1c2c(c(NCCN3CCOCC3)n3c1nc1ccccc13)CCCC2	0%	i	-8%	10%	-10%	-5%	3%	5%
O=C(C1CCC1)N1CCc2cc(S(=O)(=O)N3CCN(c4ccccn4)CC3)ccc21	-3%	i	2%	-9%	-9%	/	-16%	-11%
Cc1csc2ncc(C(=O)N(Cc3ccccc3)c3ccccn3)c(=O)n12	-1%	-2%	-1%	-16%	5%	11%	3%	-11%
CCOC(=O)c1cnc(-c2ccccc2)nc1-c1ccccc1	0%	-10%	-6%	-3%	4%	175%[activator]	5%	9%
COc1ccc(OCCCC(=O)Nc2cccc([N+](=O)[O-])c2C)cc1	-6%	2%	-4%	5%	/	-10%	8%	-6%
CCC(=O)Oc1ccc2c(=O)c(-c3ccc4ccccc4n3)c(CC)oc2c1C	-58%	-15%	-9%	-2%	2%	5%	3%	-6%
N#Cc1cc(-c2ccccc2)cnc1Sc1ccc(Cl)cc1	-4%	-8%	2%	?	3%	47%[activator]	3%	0%
O=C(NCCc1ccccc1)c1ccccc1NC(=O)C1CC=CCC1C(=O)O (centres undefined)	-6%	0%	-3%	6%	8%	1%	3%	-14%
CCCCN(C)S(=O)(=O)c1ccc(C(=O)N=c2sc3cc(NC(C)=O)ccc3n2C)cc1	1%	1%	3%	-1%	-4%	16%	11%	2%
CCOc1ccc(C(CC(=O)O)NC(=O)COc2ccccc2OC)cc1OC (centres undefined)	-3%	-2%	-2%	-2%	1%	/	9%	-1%

This is a subset; count on the stated rates, not on these rows.
